# Rin1-Abl PPI inh = inhibitors of human Rin1-Abl protein interaction; AID 588664; inhibition, % at 7.35 µM; actives 0.4% (n = 360,000); TR-FRET Rin1/Abl binding, biochemical; P00519+Q13671; in the data active = inhibition above about 5%, passing the limit was not always enough
# MLLE-PAM2 inh = inhibitors of microRNA-mediated deadenylation, human PABP1 MLLE binding; P11940; inhibition, % at 20 µM; actives 0.36% (n = 360,000); GST-MLLE / FITC-PAM2 fluorescence polarization; AID 588489; in the data active = inhibition above about 35%, passing the limit was not always enough;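 note: plate controls were DMSO wells with GST-MLLE for no effect and wells lacking GST-MLLE protein for full effect; some results filed as inactive read as strong as hits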
# Neddyl block = inhibitors of human cullin neddylation | P61081+Q13564 | TR-FRET cullin neddylation, biochemical | calls only at 25 µM | actives 0.58% (n = 360,000); in the data active = inhibition above about 36%
# MsrA act = activators of bovine methionine sulfoxide reductase A; purified bovine MsrA, absorbance read-out; activation, % at 10.6 µM; actives 0.3% (n = 360,000); AID 602163; in the data active = activation above about 7.5%;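 note: 0% = vehicle and 100% = reference activator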
# MT1-MMP act inh = MT1-MMP (human) activation inhibition | P50281 | HT1080 RFP-PRO-GFP cells, GFP/RFP ratio fluorescence, overnight; percent of plate control window, DMSO zero | GFP/RFP ratio change, % at 20 µM | actives 0.061% (n = 360,000);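 active = GFP/RFP ratio change of at least 30% with cell ATP level not reduced by more than half and red fluorescence within 50% of control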; note: strong numbers were not always called active
#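 Material – HT1080 RFP-PRO-GFP cells · Control set – DMSO wells and RFP-L50D-GFP cells · Incubation – overnight cell settling, then overnight compound exposure, 37 °C, 5% CO2 · Compound dosing – single-point 20 µM compound, 1% DMSO · Read-out – GFP/RFP fluorescence ratio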
# eLon inh = inhibits E. coli Lon protease. P0A9M0. purified E. coli Lon protease, fluorescence polarization. inhibition, % at 7.94 µM. actives 0.42% (n = 360,000). AID 602123; in the data active = inhibition above about 13%, passing the limit was not always enough;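 note: 0% = enzyme with probe and DMSO and 100% = no enzyme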
# SKN-1 inh = C. elegans SKN-1 inhibition; inhibition, % at 21.8 µM; C. elegans VP596 Pgst-4::GFP/RFP ratio, acrylamide-induced, 24 h; actives 0.49% (n = 360,000);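 active = interference check ratio from 0.5 to 1.5 plus GFP to RFP signal ratio inhibition reaching or exceeding a fixed threshold, cut at about 30% in these data, passing the limit was not always enough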; note: some compounds called inactive have numbers as strong as hits
# CendR NRP1 mod = NRP-1/CendR interaction modulation | O14786 | FAM-RPARPAR peptide binding to NRP-1, fluorescence polarization | inhibition, % at 25 µM | actives 0.85% (n = 360,000) | AID 602438;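 active = inhibition or corrected inhibition above about 18%, plus a signal ratio from 0.5 to 1.5, limit read from the data, passing the limit was not always enough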; note: strong numbers were not always called active
# Target sequence (O14786 whole entry, looked up): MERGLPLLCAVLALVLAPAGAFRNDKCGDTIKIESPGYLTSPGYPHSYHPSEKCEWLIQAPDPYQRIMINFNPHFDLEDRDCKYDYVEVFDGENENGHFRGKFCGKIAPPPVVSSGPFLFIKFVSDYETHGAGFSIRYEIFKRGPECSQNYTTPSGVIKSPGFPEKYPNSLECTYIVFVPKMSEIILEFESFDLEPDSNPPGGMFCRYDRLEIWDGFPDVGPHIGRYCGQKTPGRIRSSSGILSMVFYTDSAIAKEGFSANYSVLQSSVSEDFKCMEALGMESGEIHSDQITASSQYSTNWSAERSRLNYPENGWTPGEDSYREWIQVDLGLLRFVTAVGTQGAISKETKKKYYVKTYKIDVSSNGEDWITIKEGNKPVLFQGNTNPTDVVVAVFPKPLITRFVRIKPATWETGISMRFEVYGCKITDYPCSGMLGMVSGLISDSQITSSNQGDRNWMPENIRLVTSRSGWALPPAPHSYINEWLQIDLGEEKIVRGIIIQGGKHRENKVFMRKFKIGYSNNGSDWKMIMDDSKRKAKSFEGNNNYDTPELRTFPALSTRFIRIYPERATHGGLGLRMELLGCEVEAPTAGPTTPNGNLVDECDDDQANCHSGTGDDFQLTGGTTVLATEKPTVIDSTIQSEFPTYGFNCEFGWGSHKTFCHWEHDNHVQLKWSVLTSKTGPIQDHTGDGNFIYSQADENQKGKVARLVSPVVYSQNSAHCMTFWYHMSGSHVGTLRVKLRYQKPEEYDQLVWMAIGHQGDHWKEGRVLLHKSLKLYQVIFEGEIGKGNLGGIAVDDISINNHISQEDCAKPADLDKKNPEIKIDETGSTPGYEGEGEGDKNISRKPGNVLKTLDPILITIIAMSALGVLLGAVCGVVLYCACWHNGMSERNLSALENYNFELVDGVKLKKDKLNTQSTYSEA
# FAS TE block = blocks the thioesterase domain of human fatty acid synthase; actives 0.67% (n = 360,000); inhibition, % at 15 µM; recombinant FAS-TE, OMFH fluorogenic substrate, fluorescence endpoint;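 active = compounds whose normalised, plate-corrected inhibition of enzyme fluorescence in the single-dose primary screen is 50% or more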;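 note: 0% = DMSO with enzyme and 100% = substrate without enzyme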
# Active calls of the source: *; i = inactive; . = no result given; + = active, no number.
SMILES	Rin1-Abl PPI inh	MLLE-PAM2 inh	Neddyl block	MsrA act	MT1-MMP act inh	eLon inh	SKN-1 inh	CendR NRP1 mod	FAS TE block
CCNc1ccc(C2(O)C(=O)c3ccccc3C2=O)cc1	-1	6	i	-4	-1	-1	0	-3	-8
CCN1C(=NCc2cc(OC)c(OC)c(OC)c2)N[C@@H](c2ccccc2)C(C(=O)OC)=C1C	1	-109	i	-6	0	0	3	7	-6
COCCNC(=O)c1c[nH]n2c(=O)cc(C3CCN(C(=O)OC(C)(C)C)CC3)nc12	-2	-4	i	1	2	-2	6	-4	-4
O=[N+]([O-])c1cccc(/C=C/c2nc3ccc([N+](=O)[O-])cc3[nH]2)c1	0	-9	i	-11	8	8	2	4	19
O=C(/C=C\c1ccccc1)Oc1cccc2cccnc12	-1	-9	i	-15	-10	-16	-13	-18	-7
COc1cc(C(=O)O/N=C(\N)Cc2ccc([N+](=O)[O-])cc2)cc(OC)c1OC	-1	14	i	-11	0	0	7	3	11
COc1ccc(NC(=O)N(C)C[C@@H]2OCc3cn(nn3)CCCC(=O)N([C@H](C)CO)C[C@H]2C)c(OC)c1	3	-7	i	-3	1	-6	5	2	-8
Cc1ccc(N2C(=O)c3cccc4c(N)ccc(c34)C2=O)c2cccnc12	-26	i	i	-2	-135	161*	-8	130	-164
CCCn1c(N)c(N(CCOC)C(=O)C(C)Oc2ccc(F)cc2)c(=O)[nH]c1=O (centres undefined)	-4	13	i	-1	2	-6	3	-6	-4
O=C(O)c1cccc(-n2cccc2/C=C\[N+](=O)[O-])c1	2	-53	i	-4	1	-1	-7	-8	-5
Cc1ccc(-c2nc(C#N)c(NCc3cccc4c3OCO4)o2)cc1	0	-16	.	-8	4	-15	4	10	32
Cc1ccccc1/C=C1\CCCc2ccccc2C1=O	3	-4	i	3	-3	4	14	8	18
O=C(CCc1c[nH]c2ccccc12)N1CCCC1	2	11	i	-3	0	10	8	5	-2
c1ccc2c(c1)C(=NC1CCCCC1)NC2=NC1CCCCC1	1	6	i	-10	3	3	-14	-2	-4
O=C(Nc1ccccn1)C1CCCN1S(=O)(=O)c1ccc(Cl)cc1 (centres undefined)	2	-4	i	-4	-6	-9	10	20	2
CC(=O)c1ccc(NC(=O)C2Cc3ccccc3CN2C(=O)c2ccccc2)cc1 (centres undefined)	-4	-7	i	-7	-1	-2	1	-14	-2
Nc1ccc(S(=O)(=O)c2ccccc2)nc1	-1	-1	i	-4	1	5	4	-4	-4
Cc1ccc(C(=O)NC(=S)Nc2cccc3c(C)cc(C)nc23)cc1	0	28	i	-9	8	-6	1	-4	18
Cc1ccc(N2C(=O)c3ccccc3C2C(=O)c2cc(C)ccc2O)cc1 (centres undefined)	0	8	i	-6	0	-8	2	7	39
O=C(CCc1nnc(-c2ccc(-c3ccccc3)cc2)o1)N1CCCCC1	3	13	i	-1	1	-2	6	2	0
CN(C(=O)c1cccc(NC(=O)Cc2cccc([N+](=O)[O-])c2)c1)C1CCCC1	-1	15	i	0	5	-6	19	6	33
O=C(CNc1cc(S(=O)(=O)N2CCOCC2)ccc1N1CCCC1)N1CCc2ccccc21	0	9	i	-2	0	-2	-5	-22	30
Cc1ccc(-n2ncc3c2CCCC3NC(=O)CCC2=NNC(=O)CC2)cc1C (centres undefined)	0	12	i	-2	3	4	6	22	-8
CN(CC(=O)Nc1ccccc1Br)C(=O)c1ccccc1-c1nc2ccccc2s1	-2	-6	i	-8	-4	6	-25	-2	11
CCOc1ccc(N(CC(=O)NCc2ccccc2Cl)S(=O)(=O)c2c(C)noc2C)cc1	1	-4	i	-11	-3	-1	-2	10	20
CCOC(=O)CCCNC(=O)CCNC(=O)c1ccc(OCC)cc1	3	-2	i	-8	2	-2	-1	1	-8
Cc1cc(C)c2c(CN3CCN(CCO)CC3)cc(=O)oc2c1	-1	12	i	-3	-2	3	1	-5	-4
COc1ccc(C(=O)Nn2c(SCC(=O)N3CCC(C)CC3)nc3ccccc3c2=O)cc1	-4	9	i	-2	-3	18	-3	-7	0
O=C(CCn1cncn1)N1CCCC(N2CCN(c3cccc(C(F)(F)F)c3)CC2)C1 (centres undefined)	0	7	i	0	0	1	-5	22	1
CCOc1ccccc1NC(=O)CSC1=NN2CCCC(=O)N=C2S1	4	5	i	0	-1	-9	-4	4	-4

# Structural class: the compounds so far containing an aryl methoxy group (4)
SMILES	Rin1-Abl PPI inh	MLLE-PAM2 inh	Neddyl block	MsrA act	MT1-MMP act inh	eLon inh	SKN-1 inh	CendR NRP1 mod	FAS TE block
CCN1C(=NCc2cc(OC)c(OC)c(OC)c2)N[C@@H](c2ccccc2)C(C(=O)OC)=C1C	1	-109	i	-6	0	0	3	7	-6
COc1cc(C(=O)O/N=C(\N)Cc2ccc([N+](=O)[O-])cc2)cc(OC)c1OC	-1	14	i	-11	0	0	7	3	11
COc1ccc(NC(=O)N(C)C[C@@H]2OCc3cn(nn3)CCCC(=O)N([C@H](C)CO)C[C@H]2C)c(OC)c1	3	-7	i	-3	1	-6	5	2	-8
COc1ccc(C(=O)Nn2c(SCC(=O)N3CCC(C)CC3)nc3ccccc3c2=O)cc1	-4	9	i	-2	-3	18	-3	-7	0

# Next section.
SMILES	Rin1-Abl PPI inh	MLLE-PAM2 inh	Neddyl block	MsrA act	MT1-MMP act inh	eLon inh	SKN-1 inh	CendR NRP1 mod	FAS TE block
COc1cccc(NC(=O)COC(=O)C2CCCCC2)c1	-1	2	i	-11	.	3	-3	-14	-4
COc1ccc(NC(=O)c2ccc3c(c2)CCN3S(=O)(=O)c2ccccc2)c(OC)c1	-1	3	i	-3	2	5	0	9	23
CCOC(=O)c1oc2ccccc2c1CN1CCCCC1	-2	1	i	-5	-1	-10	4	-2	-5
COC(=O)c1ccc(CSc2nc3ccccc3c(=O)n2Cc2ccco2)o1	2	31	i	1	-9	14	3	-1	31
NC(=O)N/N=C/c1ccccc1OCC(=O)NCc1ccccc1	-2	6	i	-9	1	-9	-8	1	-8
CCCN1C2=NS(=O)(=O)CCN2c2ccccc21	-1	-5	i	-1	3	8	8	4	1
Oc1ccc(/C=N/N2CCN(C3c4ccccc4-c4ccccc43)CC2)cc1O	1	-8	i	-5	-18	4	1	15	5
CC(C)(C)[C@H]1CCC(=O)N([C@H](CSc2ccc(Br)cc2)Cc2ccccc2)CC1	-1	10	i	-2	-14	1	-3	12	17
Cc1ccc(NC(=O)c2nc[nH]c2C(=O)N[C@@H](C)C(=O)OC(C)(C)C)cc1	0	6	i	1	3	-2	0	1	6
CC1CCCN(C(=O)CSc2n[nH]c(-c3cccs3)n2)C1 (centres undefined)	0	0	i	0	1	-9	21	-4	-8
NNC(=O)c1oc2nc(-c3cccs3)cc(-c3ccco3)c2c1N	-8	-52	.	-2	-51	-66	5	-62	0
O=C(O)c1cccnc1Sc1ccccc1	-5	7	i	-4	1	-3	-15	4	-8
O=C(O)c1ccc(Nc2ncnc3c2cnn3Cc2ccccc2)cc1	4	13	i	-10	5	-7	-14	-8	-2
O=C(OCC1OC(n2ccc(=O)[nH]c2=O)C(Cl)C1O)c1ccccc1 (centres undefined)	1	-20	i	-1	3	5	10	2	-1
CCCCn1c(N)c(N(CC(C)C)C(=O)c2ccc(C)c(S(=O)(=O)N3CCCCC3)c2)c(=O)[nH]c1=O	1	-16	i	0	-3	-3	11	1	5
Cc1ccc(C2CC(c3ccco3)n3ncnc3N2)cc1 (centres undefined)	-1	2	i	-2	2	-9	-12	0	1
COc1ccc2[nH]c3c(c2c1)CCNC3C1CC=C(C)CC1 (centres undefined)	7	9	i	0	-6	3	-16	-10	-4
Cc1occc1C(=O)N/N=C/C=C/c1ccc(N(C)C)cc1	-6	-46	+	-4	-19	-62	3	-35	-4
CCOc1ccccc1C(=O)N(Cc1ccco1)C1CCS(=O)(=O)C1 (centres undefined)	-2	-1	i	1	-1	-1	3	8	-4
O=C(NCCc1c[nH]c2ccccc12)/C(=C/c1cccnc1)NC(=O)c1ccco1	-1	-2	i	-2	-2	-10	-6	16	-1
COc1cc2c(cc1OC)CN(C(=O)c1cc(=O)c3ccccc3o1)CC2	1	-5	i	0	-8	0	-24	-9	-2
Cc1c(C(=O)N2CCN(c3ccc([N+](=O)[O-])cc3)CC2)sc2ncn(CC(=O)N3CCOCC3)c(=O)c12	-5	1	i	-2	3	7	7	0	3
CC(C)Oc1ccc(C(CC(=O)O)Cc2ccccc2)cc1 (centres undefined)	0	-5	i	-4	-2	16	9	-3	-6
Cn1ccc2c(-c3ccc(C(F)(F)F)cc3)cc3c(c21)C1CCC3O1 (centres undefined)	1	-5	.	-2	1	10	1	-3	25
CCN(C(=S)NC(=O)C1CCCC1)C1CCCCC1	-1	14	i	0	0	1	2	-2	-4
C(=C(c1ccccc1)c1ccccc1)c1ccccn1	1	5	i	-2	1	-12	4	5	22
Cc1c(C(=O)N/N=C/c2ccccc2)[nH]c2c([N+](=O)[O-])cccc12	1	8	i	-3	-4	4	11	7	-5
CCC/C(C)=N\Nc1nc2c(c(=O)n(C)c(=O)n2C)n1C	-5	-1	i	-3	1	-2	11	-17	-5
CCCCNC(=O)C(NC(=O)c1ccc2c(c1)OCO2)C(=O)c1ccccc1 (centres undefined)	.	.	i	.	-3	.	7	5	.
CCN1CCN(CCCNC(=O)CNC(=O)c2nn(-c3ccc(OC)cc3OC)c(=O)c3ccccc23)CC1	0	7	i	-2	-1	2	3	13	-8
COc1ccccc1OCCOCCN1CCCC1	1	-5	i	-2	0	-3	1	5	-6
Nc1ccccc1SCc1ccccc1Cl	2	2	i	-2	-5	-9	-17	0	18
COc1ccc(C(O)P(=O)(O)CCc2ccccc2)cc1 (centres undefined)	2	-7	i	3	2	-12	-3	-12	-6

# In the list so far, these have a Cl atom:
SMILES	Rin1-Abl PPI inh	MLLE-PAM2 inh	Neddyl block	MsrA act	MT1-MMP act inh	eLon inh	SKN-1 inh	CendR NRP1 mod	FAS TE block
O=C(Nc1ccccn1)C1CCCN1S(=O)(=O)c1ccc(Cl)cc1 (centres undefined)	2	-4	i	-4	-6	-9	10	20	2
CCOc1ccc(N(CC(=O)NCc2ccccc2Cl)S(=O)(=O)c2c(C)noc2C)cc1	1	-4	i	-11	-3	-1	-2	10	20
O=C(OCC1OC(n2ccc(=O)[nH]c2=O)C(Cl)C1O)c1ccccc1 (centres undefined)	1	-20	i	-1	3	5	10	2	-1
Nc1ccccc1SCc1ccccc1Cl	2	2	i	-2	-5	-9	-17	0	18

# Screens (PubChem)

# Random draw from the library; any-hit rate near 4%.
